LMP1 NFkB inh – EBV LMP1-driven NF-kappaB luciferase reporter inhibitors, primary screen, cell-based, luminescence, single point | inhibition, % at 12.5 µM | AID 504558, 2011 | LMP1-induced NF-kappaB luciferase reporter cells | 350,000 compounds, 0.69% hits; in the data active = inhibition above about 41%;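 also: 0% = neutral control wells and 100% = reference inhibitor control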
COUP-TFII inh – NR2F2 transcriptional activity inhibitors, primary screen, cell-based, luciferase reporter, HEK293T, luminescence; HEK293T NGFI-A luciferase reporter; inhibition, % at 8.6 µM; 370,000 compounds, 0.7% hits;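 active = inhibition above a per-plate cutoff, mean inhibition of test wells between control levels plus 3 SD, cut at about 38% in these data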;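 also: cells cotransfected with COUP-TFII expression vector driving the NGFI-A reporter; 0% = median of COUP-TF2 test wells and 100% = reporter-only cells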
SRC3 inh – SRC3 coactivator transcriptional activity inhibitors, primary screen, cell-based, luminescence; HEK293 GAL4-SRC3 luciferase reporter; inhibition, % at 3.6 µM; 360,000 compounds, 0.17% hits; AID 588352, 2011;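 active = inhibition above a per-campaign cutoff, the mean of all compounds plus 3 SD, cut at about 60% in these data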;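 also: 0% = DMSO-treated cells and 100% = gossypol-treated cells at 36 µM; higher means less SRC3-driven luciferase light from the GAL4 reporter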
NCOA2 inhibitor – inhibition of GAL4-SRC2 driven luciferase reporter, primary screen, SRC2 inhibitor project, cell-based, luminescence. Nuclear receptor coactivator 2 (Homo sapiens), Q15596. HEK293 GAL4-SRC2 luciferase reporter. inhibition, % at 9 µM. 370,000 compounds, 0.17% hits. AID 651957, 2012;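 active = inhibition above the mean inhibition of all tested compounds plus 3 SD, set per campaign, cut at about 52% in these data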;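 also: 0% = DMSO treated cells and 100% = cells given Gossypol at 36 µM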
NCOA1 inh – SRC1 coactivator transcriptional activity inhibitors, primary screen, cell-based, luminescence; Nuclear receptor coactivator 1 (Homo sapiens), Q15788; 360,000 compounds, 0.12% hits; HEK293 GAL4-SRC1 luciferase reporter; inhibition, % at 3.6 µM;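 active = inhibition above the campaign mean plus 3 SD, with each screening campaign given its own cutoff, cut at about 60% in these data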;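 also: 0% = DMSO treated cells and 100% = gossypol at 36 µM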
NOD2-RIPK2 inh – NOD2-RIPK2 binding disruptors in cells, primary screen, fluorescence, CHO cells, BLA complementation. CCF4 ratio. inhibition, % at 4.98 µM. Receptor-interacting serine/threonine-protein kinase 2 (Homo sapiens), O43353. 360,000 compounds, 0.38% hits; in the data active = inhibition above about 21%;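 also: 0% = vehicle only and 100% = reference blocker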
LRH-1 inv ag – LRH-1 (NR5A2) inverse agonists, primary screen, cell-based, luminescence, HEK293T, StAR-luciferase reporter | 360,000 compounds, 0.13% hits | LRH-1 transfected, 24 h | inhibition, % at 3.6 µM | Nuclear receptor subfamily 5 group A member 2 (Homo sapiens), O00482;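 active = inhibition above the mean inhibition of all tested compounds plus 3 SD, cut at about 73% in these data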;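 also: 0% = DMSO wells and 100% = reporter-only cells lacking LRH-1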
ABHD5 PLIN5 PPI – ABHD5-PLIN5 interaction inhibitors, primary screen, cell lysate, split luciferase complementation, luminescence. Split G. princeps luciferase complementation, 4 h. inhibition, % at 4 µM. 360,000 compounds, 0.78% hits;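 active = inhibition above the mean inhibition across every tested compound plus 3 SD, cut at about 22% in these data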;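 also: 0% = DMSO only wells and the 100% control is not disclosed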
Target sequence (Q00G26 whole entry, looked up): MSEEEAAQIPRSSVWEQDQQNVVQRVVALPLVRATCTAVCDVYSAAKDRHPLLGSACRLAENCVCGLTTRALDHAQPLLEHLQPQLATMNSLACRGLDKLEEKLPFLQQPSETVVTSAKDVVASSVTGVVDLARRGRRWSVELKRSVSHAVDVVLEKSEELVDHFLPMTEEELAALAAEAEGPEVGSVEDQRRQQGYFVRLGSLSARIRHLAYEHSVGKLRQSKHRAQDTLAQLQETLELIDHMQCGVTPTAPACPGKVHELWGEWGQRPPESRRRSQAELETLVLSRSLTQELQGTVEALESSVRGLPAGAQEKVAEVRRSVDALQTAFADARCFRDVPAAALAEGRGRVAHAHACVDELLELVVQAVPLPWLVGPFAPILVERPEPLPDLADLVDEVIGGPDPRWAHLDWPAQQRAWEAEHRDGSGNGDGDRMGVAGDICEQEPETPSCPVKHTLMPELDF
Target sequence (Q8WTS1 whole entry, looked up): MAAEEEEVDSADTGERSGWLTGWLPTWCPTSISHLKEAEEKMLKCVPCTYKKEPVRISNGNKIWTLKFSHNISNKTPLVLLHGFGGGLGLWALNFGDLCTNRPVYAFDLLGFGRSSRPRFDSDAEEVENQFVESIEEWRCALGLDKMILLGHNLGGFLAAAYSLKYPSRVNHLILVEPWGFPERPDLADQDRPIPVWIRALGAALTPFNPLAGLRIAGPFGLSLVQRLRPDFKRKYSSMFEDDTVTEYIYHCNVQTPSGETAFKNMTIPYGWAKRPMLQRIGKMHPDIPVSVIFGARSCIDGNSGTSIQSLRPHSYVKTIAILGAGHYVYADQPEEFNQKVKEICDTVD
MC4R antagonist – MC4R antagonists of cAMP signaling, primary screen, cell-based, TR-FRET, antagonist arm of biased-ligand search | 360,000 compounds, 0.48% hits | inhibition, % at 6.5 µM | Melanocortin receptor 4 (Homo sapiens), P32245 | MC4R-expressing cells, MTII-stimulated cAMP, LANCE TR-FRET | AID 540295, 2011;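 active = inhibition above its plate's cutoff, the mean of tested wells on that plate plus 3 SD, cut at about 29% in these data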;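 also: 0% = Melanotan II alone and 100% = Melanotan II plus saturating MCL0020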
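Material: human MC4R-expressing U2OS cells. Probe or stimulus: Melanotan II challenge. Dosing: 6.5 µM single dose. Times: 30-min compound, 1-h challenge, 1-h detection, room temperature. Technique: TR-FRET with Eu-cAMP and labeled anti-cAMP, 671 nm. Replication: singlicate.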
MC4R ag barr – MC4R agonists recruiting beta-arrestin, primary screen, cell-based, luminescence, agonist arm of biased-ligand search; U2OS MC4R beta-arrestin complementation; percent of melanotan II response, DMSO zero; activation, % at 8.9 µM; 360,000 compounds, 0.98% hits;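 active = activation above a per-plate cutoff, the mean activation of sample wells on that plate plus 3 SD, cut at about 8% in these data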
TLR9-MyD88 block – inhibitors of TLR9-MyD88 association in cells, primary screen, cell-based, CHO, BLA complementation, fluorescence. 340,000 compounds, 0.21% hits. CCF4 FRET ratio. inhibition, % at 4.98 µM. AID 504734, 2011. Toll-like receptor 9 (Homo sapiens) + Myeloid differentiation primary response protein …;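 active = inhibition above the mean over all tested compounds plus 3 SD, cut at about 21% in these data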;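 also: 0% = DMSO only wells and 100% = clavulanate BLA inhibitor control wells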
Active calls of the source: *; . = not tested or not shown. A portion of the library; count on the stated rates, not on these rows.

NCOA1 inh	NOD2-RIPK2 inh	TLR9-MyD88 block	COUP-TFII inh	MC4R antagonist	LRH-1 inv ag	SRC3 inh	ABHD5 PLIN5 PPI	LMP1 NFkB inh	NCOA2 inhibitor	MC4R ag barr	structure
10	4	-8	13	4	2	-5	2	-20	-2	-1.7	c1ccc(-c2ccc(Oc3cc(N4CCOCC4)nc(-c4ccccc4)n3)cc2)cc1
-14	1	-3	-7	-2	11	28	-6	2	-23	-4.6	CC(=O)c1cc(CN2CCC(n3nccc3NC(=O)c3ccccc3Cl)CC2)cs1
-8	2	11	7	17	5	15	4	5	10	0.2	CC(C)C(=O)NNS(=O)(=O)c1ccccc1
-23	-10	-6	-3	-2	23	-3	2	2	5	-0.9	O=C(CSc1ccccn1)Nc1ccc2[nH]c(=O)[nH]c2c1
2	2	8	4	21	9	16	1	2	15	-1.4	CC(c1ccccc1)N(CCC(c1ccccc1)C1CCOC(C)(C)C1)C(=O)c1ccco1 (stereo unspecified)
4	4	-2	2	7	8	-6	8	-15	-3	1.3	OCCC1CN(Cc2ccccc2O)CCN1CCCc1ccccc1 (stereo unspecified)
.	-5	.	6	.	-6	.	2	.	-5	.	Cc1cc(C)cc(Cn2cc(CN3CC(N4CCN(C)CC4)CS3(=O)=O)nn2)c1 (stereo unspecified)
-17	5	-6	2	1	-4	-7	0	-7	9	-0.8	N#Cc1ccccc1Cn1c(=O)n(CCCC(=O)NCc2ccc3c(c2)OCO3)c(=O)c2ccccc21
-4	1	-5	10	1	-13	1	-2	1	-6	-1.2	Cc1ccc(CNCC2CCCO2)o1 (stereo unspecified)
-7	1	-3	6	9	-8	-42	14	-7	-14	-0.1	CN1CCN(CCCCOc2ccc(Br)cc2)CC1

NCOA1 inh	NOD2-RIPK2 inh	TLR9-MyD88 block	COUP-TFII inh	MC4R antagonist	LRH-1 inv ag	SRC3 inh	ABHD5 PLIN5 PPI	LMP1 NFkB inh	NCOA2 inhibitor	MC4R ag barr	structure
3	6	3	-13	4	-9	-18	-3	0	5	-1.7	CC(C)(C)NC(=O)CN(C(=O)c1ccc(CN2CCOCC2)o1)c1ccc2c(c1)OCCO2
-25	-8	-7	-1	6	-4	-3	2	-1	-10	-1.4	COc1ccc(CC(=O)N2CCOCC2)cc1OC
.	-9	.	-5	.	-12	.	2	.	4	.	Cc1ccc(-c2nc3ncccn3c2N)cc1
12	-3	8	-26	3	0	13	-5	-7	-8	-0.5	CCc1noc(C)c1C(=O)NC1CC(C)(C)Cc2c1cnn2-c1ccccc1 (stereo unspecified)
-25	9	-8	1	8	2	9	2	-3	0	-2.4	O=S(=O)(c1ccccc1)N1CCN(CC2CC3C=CC2C3)CC1 (stereo unspecified)
-4	5	8	-35	26	-3	3	2	-3	13	0.7	CN(C)c1ccc(C(CNC(=O)c2ccc(-c3ccccc3)cc2)N2CCOCC2)cc1 (stereo unspecified)
-1	-1	1	10	7	15	6	2	-2	7	-1.3	COc1ccc(S(=O)(=O)N(CC(=O)Nc2cc(C)on2)Cc2ccccc2)cc1
-76	-7	3	-21	3	-104	-56	5	-31	-100	0.0	COc1ccc(NC(=O)C2C3CC/C=C\CCC32)cc1 (stereo unspecified)
14	-10	-9	-16	4	-3	20	-4	6	-26	-0.3	COc1ccc(C(CC(=O)Nc2ccc(C)cc2)NC(=O)C(F)(F)F)cc1 (stereo unspecified)
0	0	-12	5	-3	-1	0	2	-2	-8	-1.2	CCOc1ccccc1-c1cc(C(=O)N2CCOCC2)c2ccccc2n1

NCOA1 inh	NOD2-RIPK2 inh	TLR9-MyD88 block	COUP-TFII inh	MC4R antagonist	LRH-1 inv ag	SRC3 inh	ABHD5 PLIN5 PPI	LMP1 NFkB inh	NCOA2 inhibitor	MC4R ag barr	structure
-3	13	.	.	.	8	5	5	.	.	.	COC(=O)c1cc(=O)nc(NN=Cc2ccc(OC)cc2)s1
-93	-4	-3	-55	16	-132	-104	13	-5	-92	0.7	COc1ccc(-c2nc3ccccc3c(=O)[nH]2)cc1
5	-2	1	-2	0	-15	-15	-1	-29	-6	-1.3	CSc1ccc(/C=N/N2CCN(c3ccccc3)CC2)cc1
-7	-2	5	5	-5	11	12	-8	-11	-6	-0.4	Cn1c(CSc2ncccn2)nnc1SCC(=O)N1CCCCC1
3	-1	4	-11	11	-1	-12	-3	2	5	2.4	Cc1coc2c(C)c3oc(=O)cc(-c4ccccc4)c3cc12
-11	-4	-7	-7	5	-23	-16	0	-6	-3	-0.9	O=C1CN(C(=O)CSc2ccccn2)c2ccccc2N1
20	2	-3	6	-8	0	-5	9	0	-11	-0.4	CCCOc1ccc(/C=N/NC(=O)CN2CCCCC2)cc1OCC
-20	8	-3	3	12	-30	-16	-14	1	-16	-1.3	Nc1nc(-c2ccc3c(c2)CCCC3)c(CC(=O)O)s1
-19	0	-1	-5	15	-20	1	-16	-2	-10	2.1	COc1ccc(NC(=O)N(C)[C@H]2C[C@H]3c4[nH]c5ccccc5c4CCN3C(=O)[C@H]2[C@H](C)O)cc1
4	2	-4	5	12	-1	10	-6	-1	12	2.6	O=C(NCc1ccncc1)c1ccc(Cl)c(S(=O)(=O)N2CCCCC2)c1

NCOA1 inh	NOD2-RIPK2 inh	TLR9-MyD88 block	COUP-TFII inh	MC4R antagonist	LRH-1 inv ag	SRC3 inh	ABHD5 PLIN5 PPI	LMP1 NFkB inh	NCOA2 inhibitor	MC4R ag barr	structure
6	1	8	10	3	1	2	-2	-9	-10	-0.7	O=[N+]([O-])c1ccc(Cl)c(CN2CCC(O)CC2)c1
6	-8	-5	8	9	-9	2	10	6	10	-0.1	CC(=O)Nc1ccc([N+](=O)[O-])cn1
-39	-8	-4	0	-2	4	9	0	-2	-6	-0.5	COc1ccc(-n2c(C)cc(/C=N/Nc3nc(N4CCOCC4)nc(N4CCOCC4)n3)c2C)cc1
6	-10	0	4	0	1	16	-1	0	-14	-2.0	COc1cc(C(C(=O)NC(C)(C)C)N(Cc2ccccc2)C(=O)c2cnccn2)cc(OC)c1OC (stereo unspecified)
-30	2	-10	21	18	7	5	0	7	22	-4.4	CCOC(=O)C1=C(COC(=O)[C@@H]2CCCN2S(=O)(=O)c2ccc(C)cc2)NC(=O)NC1C (stereo partly specified)
-22	4	1	-8	1	2	5	-13	0	-16	-4.7	COc1ccc(-n2nnc3c(SC(C(C)=O)C(=O)N(C)C)ncnc32)cc1 (stereo unspecified)
-24	1	1	10	1	-2	13	-1	-21	27	-1.8	CCN(CC)c1ccc(NC(=O)c2[nH]c(C)c(C(C)=O)c2C)c(C)c1
-5	-2	1	6	4	-4	5	4	1	-10	-1.6	CCOCC(=O)Nc1nnc(C)s1
-32	4	-4	3	4	0	3	-2	6	6	-0.3	COc1ccc(OCC(O)CNC(=O)c2ccccc2)cc1 (stereo unspecified)
-11	-4	5	24	-31	-8	-11	4	13	-11	1.9	CCOc1ccc(CCNc2nc3ccc(C)cc3n3cnnc23)cc1OCC
.	4	.	12	.	-1	.	1	.	-5	.	CC(c1nc2ccccc2[nH]1)n1c(-c2ccncc2)nc2ccccc21 (stereo unspecified)

Reformatted as labelled records: entries from further up.
mol: CC(c1nc2ccccc2[nH]1)n1c(-c2ccncc2)nc2ccccc21 (stereo unspecified)
- NCOA1 inh: .
- NOD2-RIPK2 inh: 4
- TLR9-MyD88 block: .
- COUP-TFII inh: 12
- MC4R antagonist: .
- LRH-1 inv ag: -1
- SRC3 inh: .
- ABHD5 PLIN5 PPI: 1
- LMP1 NFkB inh: .
- NCOA2 inhibitor: -5
- MC4R ag barr: .

mol: CCN(CC)c1ccc(NC(=O)c2[nH]c(C)c(C(C)=O)c2C)c(C)c1
- NCOA1 inh: -24
- NOD2-RIPK2 inh: 1
- TLR9-MyD88 block: 1
- COUP-TFII inh: 10
- MC4R antagonist: 1
- LRH-1 inv ag: -2
- SRC3 inh: 13
- ABHD5 PLIN5 PPI: -1
- LMP1 NFkB inh: -21
- NCOA2 inhibitor: 27
- MC4R ag barr: -1.8

mol: CCOC(=O)C1=C(COC(=O)[C@@H]2CCCN2S(=O)(=O)c2ccc(C)cc2)NC(=O)NC1C (stereo partly specified)
- NCOA1 inh: -30
- NOD2-RIPK2 inh: 2
- TLR9-MyD88 block: -10
- COUP-TFII inh: 21
- MC4R antagonist: 18
- LRH-1 inv ag: 7
- SRC3 inh: 5
- ABHD5 PLIN5 PPI: 0
- LMP1 NFkB inh: 7
- NCOA2 inhibitor: 22
- MC4R ag barr: -4.4

mol: COc1ccc(-n2nnc3c(SC(C(C)=O)C(=O)N(C)C)ncnc32)cc1 (stereo unspecified)
- NCOA1 inh: -22
- NOD2-RIPK2 inh: 4
- TLR9-MyD88 block: 1
- COUP-TFII inh: -8
- MC4R antagonist: 1
- LRH-1 inv ag: 2
- SRC3 inh: 5
- ABHD5 PLIN5 PPI: -13
- LMP1 NFkB inh: 0
- NCOA2 inhibitor: -16
- MC4R ag barr: -4.7

Screening results (PubChem)
